From PubChem
CRFBP-R2 block – CRF-BP/CRF-R2 complex antagonism; HEK293 CRF-R2/CRF-BP, CRF-induced calcium fluorescence; inhibition, % at 11.8 µM; hit rate 0.59% among 350,000; AID 588475;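 active means inhibition of the ligand-induced calcium signal above about 50% at the single tested concentration, limit read from the data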
M4 antag – CHRM4 antagonism in calcium assay | CHO-hM4 cells, ACh EC80, Fluo-8 calcium fluorescence | inhibition, % at 3 µM | hit rate 0.73% among 360,000;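 active means inhibition above its plate's cutoff, the mean inhibition of sample wells plus 3 SD, cut at about 27% in these data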;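 further: 0% = acetylcholine EC80 with DMSO and 100% = DMSO without agonist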
M4 PAM – positive allosteric modulators of human muscarinic M4 receptor; P08173; CHO-K1 hM4/Gqi5, Fluo-8 calcium fluorescence, ACh EC20; 0% = ACh EC20, 100% = maximal ACh; activation, % at 3 µM; hit rate 0.4% among 360,000;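 active means activation above its plate's cutoff, the mean activation of sample wells plus 3 SD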; further: some results filed as inactive read as strong as hits
CRFR2-BP ag – CRF-BP/CRF-R2 complex agonism. HEK293 CRF-R2/CRF-BP, calcium dye fluorescence (FLIPR); percent of saturating CRF peptide response. activation, % at 13.2 µM. hit rate 0.46% among 350,000. AID 588473;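 active means activation of at least 50%, plus an integration ratio under a set limit after plate pattern correction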;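 further: plate controls were neutral control wells without compound for no effect and CRF at EC100 for full effect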
CHRM5 agonist – CHRM5 agonism in calcium assay | CHO-K1 hM5 cells, Fluo-8 calcium fluorescence; 0% DMSO wells, 100% maximal acetylcholine response | activation, % at 3 µM | AID 624037 | P08912 | hit rate 0.19% among 360,000;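 active means activation above the run's mean over test compounds plus 3 SD, cut at about 23% in these data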;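 further: signal is peak over basal fluorescence ratio across the kinetic read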
CHRM4 agonist – agonists of human muscarinic M4 receptor (CHRM4) | AID 624127 | P08173 | CHO-K1 hM4/Gqi5, Fluo-8 calcium fluorescence; vehicle 0%, full acetylcholine response 100% | hit rate 0.14% among 360,000 | activation, % at 3 µM;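 active means activation above the run mean over all test wells plus 3 SD, cut at about 32% in these data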;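 further: peak over basal fluorescence ratio per well then scaled between controls; 0% = DMSO wells and 100% = acetylcholine at EC100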
M5 antag – CHRM5 antagonism in calcium assay. inhibition, % at 3 µM. CHO-hM5 cells, Fluo-8 calcium fluorescence, ACh EC80. hit rate 0.59% among 360,000. AID 624040;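 active means inhibition above a per-plate cutoff, the mean of that plate's test compounds plus 3 SD, cut at about 27% in these data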;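 further: 0% = acetylcholine EC80 with DMSO and 100% = DMSO without agonist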
IDE cell inh – inhibits human insulin-degrading enzyme in HEK cells. P14735. FAbetaB cleavage, fluorescence polarization. inhibition, % at 5.59 µM. hit rate 0.41% among 320,000;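 active means percent inhibition above the average of all tested compounds plus 3 SD, set per screening campaign, cut at about 16% in these data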;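 further: IDE supplied by intact live HEK cells; FP after avidin binding of uncleaved biotin substrate so inhibition keeps polarization high; 0% = DMSO wells and 100% = 60 µM reference IDE inhibitor Ii1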
Target sequence (P14735 whole entry, looked up): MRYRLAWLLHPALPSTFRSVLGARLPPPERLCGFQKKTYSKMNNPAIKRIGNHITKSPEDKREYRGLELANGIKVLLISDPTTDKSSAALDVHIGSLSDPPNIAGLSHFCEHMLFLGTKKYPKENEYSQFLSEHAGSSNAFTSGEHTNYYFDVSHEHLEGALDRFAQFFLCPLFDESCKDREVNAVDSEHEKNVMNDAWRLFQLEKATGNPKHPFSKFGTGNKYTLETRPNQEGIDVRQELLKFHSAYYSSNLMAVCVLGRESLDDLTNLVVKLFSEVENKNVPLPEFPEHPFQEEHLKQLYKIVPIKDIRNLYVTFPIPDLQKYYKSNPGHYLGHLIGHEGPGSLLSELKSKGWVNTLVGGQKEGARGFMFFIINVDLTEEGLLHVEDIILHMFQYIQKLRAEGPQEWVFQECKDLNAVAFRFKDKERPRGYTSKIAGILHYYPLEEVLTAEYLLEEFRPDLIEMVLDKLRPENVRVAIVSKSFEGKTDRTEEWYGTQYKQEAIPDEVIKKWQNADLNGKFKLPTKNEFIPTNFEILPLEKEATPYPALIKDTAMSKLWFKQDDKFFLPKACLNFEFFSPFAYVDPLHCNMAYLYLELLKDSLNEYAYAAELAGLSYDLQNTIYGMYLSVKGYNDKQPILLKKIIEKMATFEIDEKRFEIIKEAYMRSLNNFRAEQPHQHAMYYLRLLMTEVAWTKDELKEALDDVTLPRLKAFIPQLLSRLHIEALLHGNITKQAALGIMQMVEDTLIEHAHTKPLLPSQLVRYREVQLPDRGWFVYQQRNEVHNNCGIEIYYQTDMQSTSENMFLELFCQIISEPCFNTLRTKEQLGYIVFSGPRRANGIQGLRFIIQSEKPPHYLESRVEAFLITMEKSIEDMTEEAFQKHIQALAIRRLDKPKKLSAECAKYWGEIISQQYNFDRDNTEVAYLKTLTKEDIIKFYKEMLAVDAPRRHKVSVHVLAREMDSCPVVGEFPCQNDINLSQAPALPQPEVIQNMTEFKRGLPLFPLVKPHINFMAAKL
M5 PAM – CHRM5 positive allosteric modulation. activation, % at 3 µM. hit rate 0.3% among 360,000. P08912. CHO-K1 hM5, Fluo-8 calcium, ACh EC20 PAM; 0% = ACh EC20, 100% = ACh EC100;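 active means activation above the run cutoff, the mean activation of all test compounds plus 3 SD, cut at about 18% in these data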
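Measured by: Fluo-8 calcium fluorescence; material: human M5 receptor in CHO-K1 cells; schedule: Post-acetylcholine fluorescence recording 140 s; benchmarks: low control EC20 acetylcholine (0%), high control EC100 acetylcholine (100%); read-out: Max/basal fluorescence ratio as % of EC20–EC100 ACh window; compound: single dose, 3 µM nominal final test concentration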
* = called active by the depositor; . = no result given.

SMILES | CRFBP-R2 block | M4 antag | M4 PAM | CRFR2-BP ag | CHRM5 agonist | CHRM4 agonist | M5 antag | IDE cell inh | M5 PAM
Cc1cc2c(c(=O)n1CCN(C)C)C(c1ccncc1)C(C#N)=C(N)O2 (configuration not stated) | 12 | -1 | 9 | 0.1 | -3 | 0 | -6 | -4 | 0
Cc1ccc(Nc2cnn(C34CC5CC(CC(CC(=O)O)(C5)C3)C4)c(=O)c2Cl)cc1 | 15 | 9 | -1 | -1.9 | -1 | 0 | 5 | 14 | 2
CCn1c(SCC(=O)NCc2ccco2)nc2c(c1=O)SC(C)C2 (configuration not stated) | -13 | 0 | -5 | 0.4 | -3 | 0 | 6 | 9 | -32
CCc1ccc(OCC(=O)NC(=S)Nc2ccc(F)cc2)c(Br)c1 | -14 | -5 | 16 | 0.3 | 2 | 2 | -11 | -2 | 4
Cc1nn(-c2ccccc2)c2ncc(C(=O)c3cc(Cl)ccc3O)cc12 | -2 | 0 | 12 | 0.1 | -1 | 0 | 9 | -3 | -4
CC(=O)Nc1ccc(NC(=O)CSc2nc3ccccc3nc2N2CCCCC2)cc1 | 4 | -7 | 4 | -0.4 | 0 | 1 | 6 | 3 | 3
O=C(C1CC1)N1CCc2cc(Br)cc(S(=O)(=O)N3CCOCC3)c21 | 17 | -1 | -11 | -1.9 | 4 | 11 | 5 | 0 | -14
CC1(C)Cc2ccccc2-c2nnc(-c3ccccc3)n21 | 13 | 19 | -6 | -1.8 | 2 | 0 | -3 | -1 | 1
Cc1ccc(C(=O)CCC(=O)OCC(=O)N2CCN(S(=O)(=O)c3ccc(C)cc3C)CC2)cc1 | 3 | 13 | -4 | 0.9 | 4 | 15 | 17 | . | -17
O=C(NCc1ccc(-c2nc3ccccc3s2)cc1)c1ccc(Br)o1 | 25 | -1 | 2 | -0.8 | -1 | 1 | 11 | -2 | -6
COc1ccc(Br)cc1C(=O)CCC(=O)OCC(=O)Nc1cc(C(N)=O)cc(C(N)=O)c1 | 5 | -4 | 6 | 0.6 | 3 | 1 | -1 | . | -3
CCN(Cc1ccccc1)C(=O)c1ccc(C)c(S(=O)(=O)N2CCCCC2)c1 | -4 | 4 | -5 | -0.2 | 0 | 4 | 10 | 8 | -7
COc1cccc(NC(=O)CSc2nnc(-c3cccs3)n2C)c1 | -2 | -1 | -4 | -0.6 | 1 | 3 | -1 | -1 | 3
CCN(CC)c1ccc(NC(=O)Cn2c(C(C)NC(=O)c3ccccc3)nc3ccccc32)cc1 (configuration not stated) | 11 | -6 | 1 | 2.3 | 0 | 0 | 3 | 5 | -3
CC(C)N(Cc1ccccc1)S(=O)(=O)c1cccs1 | 33 | 4 | -2 | -3.5 | -5 | -1 | -2 | 2 | -1
N#Cc1cccc2c1-c1ccccc1/C2=N/NC(N)=S | -20 | -4 | 3 | -0.6 | 1 | 7 | -5 | 8 | -2
O=C(CCCN1C(=O)/C(=C/c2cccs2)SC1=S)Nc1ccc(C(=O)O)cc1 | -50 | 0 | 6 | 16 | 3 | 2 | -1 | 1 | 10
COc1ccc(CCNC(=O)CCc2ccc(S(=O)(=O)NC(C)C)cc2)cc1OC | -11 | 4 | -1 | 3.0 | -3 | 1 | -3 | 2 | 4
CCCCn1nnnc1C1(C)CCC(=O)N1CCc1ccccc1F (configuration not stated) | . | -6 | 6 | . | 1 | 1 | 6 | . | -3
O=C(c1cc(COc2cccc(C(F)(F)F)c2)on1)N1CCC(c2ccncc2)CC1 | 1 | 0 | -8 | -0.9 | 2 | 17 | 26 | 2 | -15

Profiles, quoted from the list. Order of screens: CRFBP-R2 block, M4 antag, M4 PAM, CRFR2-BP ag, CHRM5 agonist, CHRM4 agonist, M5 antag, IDE cell inh, M5 PAM
Entry for COc1cccc(NC(=O)CSc2nnc(-c3cccs3)n2C)c1 = -2, -1, -4, -0.6, 1, 3, -1, -1, 3
Entry for CC(C)N(Cc1ccccc1)S(=O)(=O)c1cccs1 = 33, 4, -2, -3.5, -5, -1, -2, 2, -1
Entry for COc1ccc(Br)cc1C(=O)CCC(=O)OCC(=O)Nc1cc(C(N)=O)cc(C(N)=O)c1 = 5, -4, 6, 0.6, 3, 1, -1, ., -3
Entry for Cc1nn(-c2ccccc2)c2ncc(C(=O)c3cc(Cl)ccc3O)cc12 = -2, 0, 12, 0.1, -1, 0, 9, -3, -4
Entry for Cc1ccc(Nc2cnn(C34CC5CC(CC(CC(=O)O)(C5)C3)C4)c(=O)c2Cl)cc1 = 15, 9, -1, -1.9, -1, 0, 5, 14, 2

More records:
SMILES | CRFBP-R2 block | M4 antag | M4 PAM | CRFR2-BP ag | CHRM5 agonist | CHRM4 agonist | M5 antag | IDE cell inh | M5 PAM
Cc1ccc(N2CCN(C(=O)N3CCCC3)CC2)cc1C | 4 | 5 | 0 | -2.0 | 3 | -3 | -13 | 3 | 4
COC(=O)COc1cccc2c(=O)n(CC(=O)NCCc3ccccc3)ccc12 | 17 | -15 | 1 | -1.7 | 3 | 0 | -3 | -4 | -3
CC1CCCC(=NNC(=O)C2COc3ccccc3O2)C1 (configuration not stated) | 6 | -1 | 2 | 0.8 | -3 | 0 | 8 | -3 | 5
CCN(CC(=O)NCc1cccs1)C(=O)c1ccc(S(=O)(=O)Nc2cccc(C)c2C)cc1 | -9 | -8 | -4 | 0.6 | 1 | 11 | 8 | -3 | -3
COc1ccc(NC(=O)CS(=O)CC(=O)Nc2ccc(F)cc2F)cc1 (configuration not stated) | 5 | -1 | 1 | 0.3 | 0 | 1 | -5 | 3 | 2
Cc1cccc(NC(=O)c2cc([N+](=O)[O-])ccc2N2CCN(C)CC2)c1 | 2 | 1 | 2 | -1.3 | -5 | 3 | 4 | -1 | -4
Cc1ccc2c(c1)N(CC(=O)Nc1ccccc1F)C(=O)C(C)O2 (configuration not stated) | 16 | 3 | 4 | -0.1 | -2 | 1 | 2 | . | 0
COc1ccc(S(=O)(=O)N2CCOC2CNC(=O)C(=O)NCc2ccccn2)cc1C (configuration not stated) | -15 | -2 | -3 | -0.5 | -2 | 2 | -13 | -4 | 2
COCCCNC(=O)c1ccc2c(=O)n(CC3CCCO3)c(=S)[nH]c2c1 (configuration not stated) | -14 | 12 | -2 | 0.2 | 0 | 1 | 2 | 5 | 2
CCCCN(C)c1c(N2CCC(C(=O)OCC)CC2)c(=O)c1=O | -5 | 3 | 10 | 0.8 | 2 | 0 | -10 | 6 | 8
CC(=O)c1cc2c(cc1NC(=O)c1cnc(C)cn1)OCO2 | 23 | -9 | 6 | -1.1 | -3 | 0 | 6 | -1 | -8
COc1cc([N+](=O)[O-])ccc1NC(=O)Nn1cnnc1 | 1 | -15 | 2 | 0.1 | -5 | 0 | -4 | -4 | 2
CCOc1ccc(N(CC(=O)Nc2cccnc2)S(=O)(=O)c2ccc(C)cc2)cc1 | 12 | 4 | -1 | -1.1 | 2 | 1 | 7 | 0 | -2
COC(=O)[C@]12CCCCC=C1N(Cc1ccccc1)C(=O)[C@H](CC(=O)NCC1CCCCC1)C2 | . | 2 | -3 | . | 0 | 7 | 2 | . | -10
CC1(C)Cc2c(sc3nc4n(-c5ccccc5)cnn4c(=O)c23)CO1 | 15 | -5 | -2 | -1.6 | 3 | 0 | -11 | 2 | 7
COc1ccccc1NC(=S)NNC(=O)c1c(Cl)c(C)nn1C | 21 | -5 | 1 | -0.4 | 2 | 3 | 2 | -4 | -6
O=C(O)CN=C1CC(c2ccccc2)CC(=O)/C1=C(/O)CCCN1C(=O)c2ccccc2C1=O (configuration not stated) | -2 | -5 | 14 | -0.7 | 1 | 2 | -6 | -1 | 13
Cc1c(NC(=O)CN2C(=O)c3ccccc3S2(=O)=O)c(=O)n(-c2ccccc2)n1C | -7 | 5 | 2 | 1.1 | -5 | 0 | -6 | 0 | -5
COc1ccccc1N1CCN(CCCn2c(=S)[nH]c3ccccc3c2=O)CC1 | -8 | 8 | -5 | -1.9 | -8 | 3 | -3 | 7 | 0
CCOC(=O)c1cccc(NC(=O)c2cccnc2)c1 | -5 | 6 | 8 | -1.4 | 0 | 0 | -2 | 4 | 12
CN1C(=O)C2(Nc3ccccc3-c3nc4ccccc4n32)c2ccccc21 (configuration not stated) | -48 | -2 | 5 | 4.5 | 0 | 1 | 2 | -3 | -2
CCOC(=O)N1CCN(C(=O)CCCCCn2c(=S)[nH]c3cc4c(cc3c2=O)OCO4)CC1 | -1 | 7 | -2 | -5.4 | 0 | -1 | 0 | 3 | 2
Cc1ccc2c(c1)C1(SCCS1)C(=O)N2 | -22 | 0 | 6 | -0.2 | 1 | 5 | 3 | 0 | -2
O=C(NCCCCc1ccccc1)C1CC(c2cc(C(F)(F)F)cc(C(F)(F)F)c2)=NO1 (configuration not stated) | -2 | 15 | -5 | 4.2 | 0 | 0 | 15 | 0 | -7
CCn1c(CCc2ccccc2)nc2ccccc21 | -7 | 5 | -3 | -0.4 | -9 | 1 | 7 | . | 0
O=C(c1ccc(OC2CCN(CCO)CC2)cc1)N1CCCC1 | -17 | -4 | 3 | 0.0 | -4 | 1 | 16 | 8 | -6
CC(NC(=S)Nc1ccccc1Cl)C(c1cccs1)N1CCCC1 (configuration not stated) | -17 | -8 | -2 | 1.1 | -5 | 0 | -8 | 5 | -2
COc1ccc(C(C(=O)NC2CCCC2)N(Cc2ccc(F)cc2)C(=O)c2ccn[nH]2)cc1OC (configuration not stated) | -3 | 2 | -1 | 1.1 | 0 | 2 | -2 | 0 | -2
CCCCOC(=O)C1[C@H]2C(=O)N(c3ccccc3CC)C[C@]23C=C[C@H]1O3 (some centres not stated) | -3 | 1 | 3 | 3.1 | -2 | 0 | -2 | 1 | 0
N#Cc1nc(Cc2ccccc2)oc1NCc1ccccc1 | 33 | 6 | -6 | -7.7 | -4 | -1 | 7 | -1 | -10
Cc1ccc(S(=O)(=O)N(C)C)cc1NC(=O)COC(=O)CCC(=O)c1ccc(F)cc1 | 0 | -4 | 10 | 2.4 | -1 | 3 | 1 | 2 | 5
CCCNC(=O)[C@H](C)NC(=O)c1ccc(Br)cc1 | -11 | -5 | -1 | -0.5 | -2 | 1 | 6 | -2 | -5
COc1ccccc1CNC(=O)C(=O)Nc1ccc(C(=O)N2CCC(C)CC2)cc1 | -2 | -10 | 3 | -0.9 | 1 | 3 | 0 | -6 | 3
COc1cccc(CNC(=O)CCC2CCCN(C(=O)c3ccccc3N(C)C)C2)c1 (configuration not stated) | -13 | -8 | -3 | -15 | -4 | 2 | 17 | 2 | -10
OCCNCC(O)CN1c2ccccc2Sc2ccccc21 (configuration not stated) | 0 | 0 | -5 | -0.6 | -18 | 1 | 15 | . | 3
Cn1cccc1C(=O)NC(=O)COC(=O)c1ccccc1O | 13 | -20 | 8 | -1.3 | -7 | 3 | -19 | 0 | 4
CN(CC(=O)Nc1ccccc1C(=O)NC1CC1)Cc1ccco1 | -2 | 5 | 1 | -0.6 | -2 | 0 | 6 | -4 | -4
N#Cc1ccc(OCC(=O)NCCCN2CCCC2=O)cc1 | -24 | -5 | 1 | 1.7 | 0 | 0 | 3 | . | -1
O=[N+]([O-])c1ccccc1S(=O)(=O)N/C(=N/S(=O)(=O)c1ccccc1)c1ccccc1 | 3 | -4 | 1 | -1.5 | 6 | 0 | 3 | 3 | 11
CC(=O)Oc1ccc2c(c1)OC(c1ccccc1)CC21CC(C)(C)NC(=O)N1 (configuration not stated) | -63 | 0 | 1 | 7.6 | -3 | 1 | 6 | 6 | -2
